Assay outcomes: PubChem BioAssay, several laboratories
ABCG2 block: inhibitors of human ABCG2 transporter, ABCB1 counter-screen; Q9UNQ0; IgMXP3 cells, JC-1 efflux, flow cytometry; inhibition, % at 6.6 µM; hit rate 0.1% among 190,000;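 active = inhibition above 80%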;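 note: 0% = DMSO and 100% = nicardipine control wells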
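test system = two drug-resistant human cell lines, ABCG2 and ABCB1 | amount = 3 million cells/mL final, two lines in 1:1 ratio | reagent = JC-1 transporter substrate | doses = one concentration, 6.6 µM final | incubation = 10 min at 25 °C | signal = flow cytometric JC-1 green MFI at 530 nm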
Mcl1-Bid inh: Mcl-1/Bid interaction inhibition | Q07820 | TR-FRET Mcl-1/Bid-Dy647 peptide binding, 1536-well | inhibition, % at 21.7 µM | hit rate 0.97% among 220,000;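 active = compounds that cut the binding signal by more than half at the single screening dose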;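 note: His-tagged Mcl-1 with europium anti-His antibody binding Bid BH3 peptide; 0% = Mcl-1 plus peptide wells and 100% = peptide-only wells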
Bim-Mcl-1: inhibitors of Bim-Mcl-1 interaction, human; Q07820; Bead-based flow cytometry, Bim peptide-Mcl-1 binding; inhibition, % at 10 µM; hit rate 0.1% among 190,000; in the data active = inhibition above about 40%;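 note: 0% = no compound tracer wells and 100% = peptide blocker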
Avidin fluor: compound fluoresces at 488/530 nm on avidin beads | hit rate 0.38% among 220,000 | fluorescence (KMESF) at 10 µM | compound fluorescence 488/530 nm, flow cytometry; stronger effect = higher value | AID 1775; in the data active = fluorescence above about 47; note: inactives centre near 10
RGS8-Gao: regulators of human RGS8-Galphao interaction; multiplexed bead flow cytometry, RGS8-Galphao binding; actives lie on both sides; response (percent of control binding), % at 10 µM; hit rate 0.34% among 220,000; in the data active = response below about 60% or above about 140%; inactive = in between;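 note: Galphao activated as the GDP aluminium fluoride complex binding bead-coupled RGS8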
GSH bead fluor: compound fluoresces at 488/530 nm on GSH beads; GSH beads flow cytometry, compound fluorescence 488/530 nm; stronger effect = higher value; fluorescence (KMESF) at 10 µM; hit rate 0.25% among 190,000; AID 1776; in the data active = fluorescence above about 89;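 note: glutathione beads carrying GST-tagged Bcl family fusion proteins plus one bare bead set; values are compound well signal with DMSO vehicle wells as background; inactives centre near 16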
ABCB1 inh: inhibitors of human ABCB1 transporter, ABCG2 counter-screen | AID 1326 | CCRF-Adr cells, JC-1 efflux, flow cytometry | inhibition, % at 6.6 µM | hit rate 0.067% among 190,000; in the data active = inhibition above about 40%;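 note: 0% = vehicle and 100% = reference inhibitor; higher value means more JC-1 retained so stronger ABCB1 efflux block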
Target sequence (P08183 whole entry, looked up): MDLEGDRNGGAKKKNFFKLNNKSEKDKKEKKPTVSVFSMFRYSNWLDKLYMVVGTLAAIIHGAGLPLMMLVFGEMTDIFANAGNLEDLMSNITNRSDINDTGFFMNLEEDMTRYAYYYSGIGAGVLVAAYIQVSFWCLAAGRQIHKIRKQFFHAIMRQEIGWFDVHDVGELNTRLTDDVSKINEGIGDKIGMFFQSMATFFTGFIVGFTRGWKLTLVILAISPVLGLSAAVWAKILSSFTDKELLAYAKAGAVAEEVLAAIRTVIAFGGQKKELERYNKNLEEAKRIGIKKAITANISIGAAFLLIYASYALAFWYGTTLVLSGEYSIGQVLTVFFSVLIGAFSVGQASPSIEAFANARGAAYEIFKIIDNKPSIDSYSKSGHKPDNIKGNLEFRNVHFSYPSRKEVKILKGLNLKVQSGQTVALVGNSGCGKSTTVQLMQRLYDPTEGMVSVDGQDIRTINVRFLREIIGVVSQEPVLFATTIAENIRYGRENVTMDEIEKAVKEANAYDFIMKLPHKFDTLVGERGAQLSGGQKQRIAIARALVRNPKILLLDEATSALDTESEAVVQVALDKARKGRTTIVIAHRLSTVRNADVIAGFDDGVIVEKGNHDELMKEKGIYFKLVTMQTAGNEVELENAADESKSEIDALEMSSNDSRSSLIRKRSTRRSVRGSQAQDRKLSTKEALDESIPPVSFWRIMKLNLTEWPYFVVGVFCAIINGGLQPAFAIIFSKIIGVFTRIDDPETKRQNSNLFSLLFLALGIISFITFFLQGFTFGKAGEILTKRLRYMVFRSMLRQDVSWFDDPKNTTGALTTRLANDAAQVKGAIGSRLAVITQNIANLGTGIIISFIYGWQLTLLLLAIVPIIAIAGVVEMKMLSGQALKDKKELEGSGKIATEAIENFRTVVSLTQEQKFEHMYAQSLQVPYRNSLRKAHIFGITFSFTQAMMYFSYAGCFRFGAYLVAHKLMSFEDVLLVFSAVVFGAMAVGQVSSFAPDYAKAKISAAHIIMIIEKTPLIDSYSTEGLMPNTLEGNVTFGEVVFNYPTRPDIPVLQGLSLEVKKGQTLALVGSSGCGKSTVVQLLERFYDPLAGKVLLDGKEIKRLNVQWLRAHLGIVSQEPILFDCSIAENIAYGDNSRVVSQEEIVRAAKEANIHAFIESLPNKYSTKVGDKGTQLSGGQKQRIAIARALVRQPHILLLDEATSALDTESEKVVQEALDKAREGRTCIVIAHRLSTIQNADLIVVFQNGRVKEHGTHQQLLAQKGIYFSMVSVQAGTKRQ
Pf gametocyte: kills late stage P. falciparum gametocytes; P. falciparum stage V gametocytes, ATP luminescence, 24 h; AID 743093; hit rate 0.065% among 150,000; inhibition, % at 10.9 µM;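 active = inhibition above the mean plus 3 SD of compounds within the control limits, set per campaign, cut at about 38% in these data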;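 note: 0% = DMSO wells and 100% = medium only without gametocytes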
RGS7-Gao: regulators of human RGS7-Galphao interaction; Multiplexed bead flow cytometry, RGS7-Galphao binding; actives lie on both sides; P09471; binding response (% of control), % at 10 µM; AID 1439; hit rate 0.35% among 220,000; in the data active = binding response below about 49% or above about 150%; inconclusive = no clear call, values can overlap the other calls; inactive = in between;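 note: fluorescent Galphao held in activated GDP-AlF4 state binding bead-coupled RGS7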
Mcl1-Noxa inh: Mcl-1/Noxa interaction inhibition. Q07820. TR-FRET Mcl-1/Noxa peptide binding, 2 h. inhibition, % at 21.7 µM. hit rate 1.5% among 220,000;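 active = compounds that cut the protein-peptide binding signal by more than 50% relative to plate controls in a single-dose test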;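 note: His-tagged Mcl-1 with rhodamine Noxa BH3 peptide and terbium anti-His antibody; 0% = Mcl-1 plus Noxa peptide wells and 100% = peptide-only wells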
RGS4-Gao reg: modulates binding of RGS4 to human Galphao. Multiplexed bead flow cytometry; actives lie on both sides. binding response (% of control), % at 10 µM. hit rate 0.33% among 220,000; in the data active = binding response below about 49% or above about 150%; inactive = in between;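 note: fluorescent Galphao activated with aluminum fluoride binding bead-coupled RGS4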
* = called active by the depositor; ? = inconclusive; . = not tested or not shown.

SMILES	ABCG2 block	Mcl1-Bid inh	Bim-Mcl-1	Avidin fluor	RGS8-Gao	GSH bead fluor	ABCB1 inh	Pf gametocyte	RGS7-Gao	Mcl1-Noxa inh	RGS4-Gao reg
COc1ccccc1Nc1nc(N)nc(CN2CCCCCC2)n1	29	-13	-10	34	98	23	0.1	8	100	1	99
O=C(O)C1CC=CCC1C(=O)Nc1ccc2c(c1)OCCO2 (stereo not given)	1	-26	-1	20	105	16	0.1	.	103	14	101
O=C(/C=C/NNC(=O)c1ccccc1)c1ccc(Br)cc1	-3	-100	-4	25	100	21	-0.9	.	101	-28	101
CCCC(=O)c1ccc(-c2ccccc2)cc1	1	-19	-3	8	103	17	0.1	2	99	-13	103
CCOc1ccc(OCC(=O)NCCc2nc3ccccc3[nH]2)cc1	6	0	1	42	101	10	0.5	.	108	24	102
CCOc1ccc(C(=O)c2cc([N+](=O)[O-])ccc2N2CCOCC2)cc1	5	-19	-3	7	100	12	.	-3	99	-8	103
COc1ccc(CCNC(=O)C(Sc2ccccn2)c2ccccc2)cc1OC (stereo not given)	.	-20	.	6	100	.	.	6	?	-12	103
O=C(NCc1ccco1)/C(=C\c1cccs1)NC(=O)c1ccsc1	-1	-14	-1	3	95	10	0.1	7	98	-1	97
Cc1cc(NS(=O)(=O)c2ccc(NC(=S)NC(=O)c3ccc(F)cc3)cc2)no1	-1	-16	-2	17	100	7	-0.2	4	102	44	100
COc1ccc(CCNS(=O)(=O)c2cn(C)c(=O)n(C)c2=O)cc1OC	-3	-23	1	8	101	19	-2.7	.	100	3	100
COc1cccc(-c2nc3sc4c(c3c(=O)[nH]2)CCCCC4)c1	0	-30	-5	4	103	12	0.2	0	96	-36	99
O=C(O)C1CCCN(S(=O)(=O)c2ccc(Br)s2)C1 (stereo not given)	2	0	-1	25	104	22	0.2	-13	103	13	104
CCOC(=O)c1sc(=NC(=O)COc2ccc(Cl)cc2)n(C)c1C	11	-23	-1	11	101	22	1.0	3	104	-15	103
CC(C)c1cc(N2CCC(=O)NC2=O)cc(C(=O)O)c1O	6	4	-6	6	104	11	0.5	.	103	7	103
COc1ccc([N+](=O)[O-])cc1NC(=O)COC(C)=O	8	-27	0	8	99	11	0.2	-1	97	1	98

Two entries drawn at random from the list so far:
SMILES	ABCG2 block	Mcl1-Bid inh	Bim-Mcl-1	Avidin fluor	RGS8-Gao	GSH bead fluor	ABCB1 inh	Pf gametocyte	RGS7-Gao	Mcl1-Noxa inh	RGS4-Gao reg
COc1cccc(-c2nc3sc4c(c3c(=O)[nH]2)CCCCC4)c1	0	-30	-5	4	103	12	0.2	0	96	-36	99
O=C(/C=C/NNC(=O)c1ccccc1)c1ccc(Br)cc1	-3	-100	-4	25	100	21	-0.9	.	101	-28	101

The main list resumes; the 7 compounds before the break are reprinted first.
SMILES	ABCG2 block	Mcl1-Bid inh	Bim-Mcl-1	Avidin fluor	RGS8-Gao	GSH bead fluor	ABCB1 inh	Pf gametocyte	RGS7-Gao	Mcl1-Noxa inh	RGS4-Gao reg
Cc1cc(NS(=O)(=O)c2ccc(NC(=S)NC(=O)c3ccc(F)cc3)cc2)no1	-1	-16	-2	17	100	7	-0.2	4	102	44	100
COc1ccc(CCNS(=O)(=O)c2cn(C)c(=O)n(C)c2=O)cc1OC	-3	-23	1	8	101	19	-2.7	.	100	3	100
COc1cccc(-c2nc3sc4c(c3c(=O)[nH]2)CCCCC4)c1	0	-30	-5	4	103	12	0.2	0	96	-36	99
O=C(O)C1CCCN(S(=O)(=O)c2ccc(Br)s2)C1 (stereo not given)	2	0	-1	25	104	22	0.2	-13	103	13	104
CCOC(=O)c1sc(=NC(=O)COc2ccc(Cl)cc2)n(C)c1C	11	-23	-1	11	101	22	1.0	3	104	-15	103
CC(C)c1cc(N2CCC(=O)NC2=O)cc(C(=O)O)c1O	6	4	-6	6	104	11	0.5	.	103	7	103
COc1ccc([N+](=O)[O-])cc1NC(=O)COC(C)=O	8	-27	0	8	99	11	0.2	-1	97	1	98
C=CCn1c(-c2cccnc2Cl)nc2cc(Cl)c(Cl)cc21	10	-25	-2	22	100	24	0.1	.	99	12	98
CCOC(=O)C1CCN(CCC(=O)Nc2cccc(Cl)c2C)CC1	1	4	0	8	103	16	0.6	.	101	-4	103
COc1cc(C(=O)O)ccc1Cl	.	-7	.	7	103	.	.	0	?	-1	104
CCCCN(c1ccccc1)S(=O)(=O)N(C)C	17	-32	-1	9	100	16	0.4	-1	98	14	101
COc1ccc(N/C=C/C(=O)C(C)(C)C)cc1	0	-59	0	7	98	15	-0.3	.	103	11	97
CCC(=O)Nc1ccc(Nc2nc(C)c([N+](=O)[O-])c(Nc3ccc(NC(=O)CC)cc3)n2)cc1	11	10	-5	13	98	18	0.5	.	96	34	97
Nn1c(SCC(=O)N2CCOCC2)nnc1-c1ccc(Cl)cc1Cl	6	-8	0	35	102	48	2.9	.	100	6	101
CNC(=S)NNc1ccccc1[N+](=O)[O-]	4	-6	2	4	100	22	1.0	-9	94	-10	99
O=C(/C(C=Nc1cc2c(oc1=O)CCCC2=O)=C(\O)c1ccccc1)c1ccccc1	6	-22	5	9	107	19	1.9	22	110	5	109
CC(CN(C)Cc1ccccc1)OC(=O)c1cccc(F)c1 (stereo not given)	5	-29	-5	3	102	7	1.0	17	101	25	102
Cc1cc(NC(=O)CSc2nnc(-c3ccccc3)n2Cc2ccco2)no1	6	-30	-4	10	101	34	0.7	.	100	-8	99
C=CCOc1ccc(C2NC(=S)NC(C)=C2C(=O)c2ccccc2)cc1OC (stereo not given)	3	-39	0	9	100	11	0.6	9	99	16	99
O=S1(=O)N=C(N(Cc2cccs2)c2ccc(O)cc2)c2ccccc21	13	-20	2	10	100	11	0.0	-3	84	14	97
CC(Oc1ccc(Cl)cc1Cl)C(=O)Nc1ncccn1 (stereo not given)	-1	-11	-3	12	102	10	-0.5	6	105	-22	102
COc1cc(C(=O)OCc2cc3ccccc3[nH]c2=O)cc(OC)c1OC	78	12	-2	38	99	21	2.4	.	102	-18	99
C=CCC(C=C)[N+]1(CC(=O)OC)CCCCC1 (stereo not given)	-1	-10	0	5	101	19	0.6	15	100	-8	100
Fc1ccccc1CSc1nnc(-c2cccnc2)o1	3	-8	-1	23	105	9	0.1	8	105	-6	106
COc1ccc(N=C(C)C2=C(O)c3ccccc3C2=O)cc1	9	-32	-7	12	100	9	.	-6	104	8	102
Nc1nc(SCC(=O)O)[nH]c(=O)c1NC(=O)c1ccccc1F	-1	-9	-1	8	98	20	0.6	17	94	-9	95
CC1=CC(C)C2C(=O)N(c3ccccc3)NC(=O)C2C1 (stereo not given)	1	-25	-2	8	90	3	0.6	13	93	-17	95
COCCN(CCOC)C(=S)Nc1ccccc1	1	-49	-2	21	98	13	0.4	-12	102	-11	100
CCSc1nnc2n1C(C)(C)Cc1ccccc1-2	0	-7	-4	14	102	23	0.0	.	103	11	99
CCOC(=O)NC(=O)/C(C#N)=N/Nc1ccc(F)cc1	0	-14	3	38	99	17	0.2	5	100	10	97
COc1ccc(/C=C/C(=O)OCC(=O)NCc2ccco2)c(OC)c1	2	-22	-2	19	102	7	0.2	.	102	16	103
COc1ccc(-c2nnc(NC(=O)C(C)C)s2)c(OC)c1	1	-10	0	6	108	25	0.2	.	110	0	109
c1cc2c(cc1C1=NNC(=NC3CC3)SC1)OCCO2	2	-39	0	20	102	12	0.6	1	102	19	100
Cc1ccccc1N(CC(=O)Nc1ccccc1C(=O)O)S(C)(=O)=O	2	16	8	9	104	17	0.0	11	111	6	106
CCCCCC(=O)NC(=S)Nc1ccc(NC(=O)c2ccco2)cc1	-4	1	-3	21	123	8	-0.1	-37	116	34	110
O=C(O)c1cccnc1NC1CCCC1	1	-1	-4	15	103	18	0.5	.	109	3	103
COC(=O)Nc1ccc(SCC(=O)c2ccccc2)cc1	14	-9	0	11	99	12	-0.2	-11	98	7	96
S=C(NC1CCCCC1)NC1CC2C=CC1C2 (stereo not given)	.	-41	.	7	97	.	.	-30	?	6	88
CC1(C)CN=C(N(C(=O)Nc2ccccc2)c2ccccc2F)S1	.	-18	.	8	100	.	.	4	?	6	101
CCN(CC(=O)NCc1ccc(Cl)cc1)C(=O)c1ccc(S(=O)(=O)N(C)C)cc1	2	0	-2	12	96	12	0.1	4	91	-6	95
COc1cccc(-c2ccc(-c3noc(-c4ccccc4F)n3)c(OC)n2)c1	14	31	-4	26	101	41	1.4	3	111	-5	105
Nc1nc(-c2ccccc2)c(N=Nc2ccccc2Cl)s1	-1	-14	-4	2	101	6	-0.3	-6	102	12	98
O=C(NCc1ccco1)C(c1ccco1)N(CCc1ccccc1)C(=O)Cn1nnc2ccccc21 (stereo not given)	5	-36	-8	4	100	24	1.3	.	98	9	102
COc1ccc(-c2nc(C#N)c(N3CC(C)OC(C)C3)o2)cc1OC (stereo not given)	78	15	-2	32	104	23	2.2	.	109	15	105
O=C(NCc1ccc2[nH]c3c(c2c1)CCCC3)c1ccc(S(=O)(=O)N2CCCCC2)cc1	4	-10	7	6	98	14	0.2	.	97	5	98
NC(=O)c1ccc(NC(=O)COC(=O)CCSc2ccccc2)cc1	.	1	.	6	100	.	.	-12	?	8	95
CCOc1ccc(CCNC(=O)CCc2nc3ccccc3[nH]2)cc1OCC	5	-22	0	9	101	24	-0.2	-17	102	21	101
CC(CN1CCOCC1)OC(=O)CCc1ccccc1 (stereo not given)	0	9	-3	6	99	23	0.7	-11	96	7	99
C/C(=N/OC(=O)c1cccc(Cl)c1)c1nccs1	-3	-5	0	16	100	23	-0.8	4	94	2	93
Cc1cc(Cl)ccc1Oc1ncc(CN2CCN(c3ccccc3)CC2)s1	1	-40	-1	7	92	4	0.3	.	89	-8	88
COc1ccc(-n2cnnc2SCC(=O)c2cc(C)n(Cc3cccs3)c2C)cc1	1	-23	-2	20	98	9	0.0	8	101	-3	98
CC(NCc1cccn1C)c1ccccc1 (stereo not given)	0	-28	0	6	91	7	0.0	.	78	22	79
CC(C)(C)c1nc2ccccc2c2nnc(SCC(=O)Nc3nc4ccccc4s3)n12	2	71*	2	7	104	7	0.7	.	101	26	103
CC(=O)/C(=C/N(C)C)C(=O)Nc1ccc(Cl)cc1Cl	-4	-16	0	10	101	13	-0.8	-41	98	15	95
O=C1C(=O)N(Cc2ccco2)C(c2cccc(Cl)c2)/C1=C(\O)c1ccc2c(c1)OCCO2 (stereo not given)	1	-16	-1	23	99	12	0.2	.	98	19	101
CCN(CC)c1ccc(-n2cc3c(=O)n(C)c(=O)n(C)c3c2)cc1	1	-36	-5	8	99	14	0.1	2	95	-7	97
O=C(CSc1ccc(-c2ccccn2)nn1)NCc1ccc(Cl)cc1	7	9	0	27	117	24	1.0	14	99	24	95
